AMA1-RON2 inh – inhibitors of Plasmodium falciparum AMA1-RON2 interaction. AlphaScreen AMA1-biotinylated RON2 peptide binding. Potency, µM (series often up to 58.2 µM), for the others: at the highest dose activity change, negative = inhibition, usual class: inhibitors. 0.2% of 360,000 active;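 also: potency is read from the fitted curve at half-maximal effect; 0% = vehicle wells and -100% = peptide control; nearly all actives have a fitted effect of over 45% in size; some results filed as inactive show a strong effect at the top dose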
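AMA1 (3D7) with his tag at 25 nM final met compounds first, then biotinylated RON2 peptide at 25 nM; detection used donor plus acceptor beads, 10 µg/mL apiece, read by AlphaScreen after 30 min at room temperature.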
LmPK inh – blocks Leishmania mexicana pyruvate kinase activity. AID 1721. purified LmPK, Kinase-Glo ATP luminescence, 1 h. Potency, µM (series often up to 57.5 µM), without a hit: top-dose activity change, negative = inhibition, actives largely listed as inhibitors. 0.37% of 290,000 active. Q27686; also: potency is read from the fitted curve at half-maximal effect
Target sequence (Q27686 whole entry, looked up): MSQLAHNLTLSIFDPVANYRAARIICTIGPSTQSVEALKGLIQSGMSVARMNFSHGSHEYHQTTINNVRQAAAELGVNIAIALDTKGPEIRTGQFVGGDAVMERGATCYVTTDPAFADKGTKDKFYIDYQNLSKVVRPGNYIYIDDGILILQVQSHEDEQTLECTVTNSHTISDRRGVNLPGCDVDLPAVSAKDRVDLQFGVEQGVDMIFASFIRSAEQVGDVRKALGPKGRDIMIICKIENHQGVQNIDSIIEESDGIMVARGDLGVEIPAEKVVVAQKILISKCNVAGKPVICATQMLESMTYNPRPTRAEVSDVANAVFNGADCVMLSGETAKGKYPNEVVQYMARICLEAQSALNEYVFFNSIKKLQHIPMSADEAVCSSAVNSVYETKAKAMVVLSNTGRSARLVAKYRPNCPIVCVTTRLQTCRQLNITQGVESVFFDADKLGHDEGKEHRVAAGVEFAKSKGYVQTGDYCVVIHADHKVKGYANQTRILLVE
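qHTS format; LmPK 0.1 nM; substrates PEP 0.5 mM and ADP 0.1 mM. One-hour room-temperature incubation, then coupled luciferase luminescence; 0.5 nM enzyme wells mark activation.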
Tb PYK inh – blocks Trypanosoma brucei pyruvate kinase | Q57TT1 | TbPYK enzyme, Kinase-Glo Plus ATP luminescence, 45 min | Potency, µM (series often up to 76.8 µM), for the others: at the top dose activity, negative = inhibition, usual class: inhibitors | 0.12% of 410,000 active | AID 624173; also: potency is read from the fitted curve at half-maximal effect; nearly all actives have a fitted effect of over 50% in size
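Screened from lowest to highest concentration, compounds were pinned into TbPYK/substrate mixtures, and ADP (130 uM final) was added. Plates sat at room temperature for 45 min prior to Kinase-Glo Plus detection by luminescence.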
HCMV antiviral – human cytomegalovirus inhibition; activity change, negative = inhibition, % at 57.5 µM; HFF cells, HCMV-luciferase reporter, 72 h; hits give low values; 4.5% of 410,000 active; in the data active = activity change below about -60%; inconclusive = no clear call, values can overlap the other calls; inactive = above about -39%
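Cell-based, HFFs, 1000 cells/well, 16 h 37C; cpds in DMSO + HCMV-luc, MOI 1 PFU/cell; 72 h 37C; OneGlo luminescence after 5 min RT; norm. to buffer vs Salinomycin 10uM.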
AmpC detergent – inhibitors of E. coli AmpC beta-lactamase with detergent; P00811; AmpC hydrolysis of nitrocefin, absorbance 480 nm, 0.01% Triton; Potency, µM (top dose mostly 114 µM), inactives show at the top dose activity change, negative = inhibition, usual class: inhibitors; 0.041% of 370,000 active; AID 485294;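 also: potency is read from the fitted curve at half-maximal effect; 0% = no-compound wells and -100% = no-enzyme wells; nearly all actives have a fitted effect of over 25% in size; some results filed as inactive show a strong effect at the top dose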
Target sequence (P00811 whole entry, looked up): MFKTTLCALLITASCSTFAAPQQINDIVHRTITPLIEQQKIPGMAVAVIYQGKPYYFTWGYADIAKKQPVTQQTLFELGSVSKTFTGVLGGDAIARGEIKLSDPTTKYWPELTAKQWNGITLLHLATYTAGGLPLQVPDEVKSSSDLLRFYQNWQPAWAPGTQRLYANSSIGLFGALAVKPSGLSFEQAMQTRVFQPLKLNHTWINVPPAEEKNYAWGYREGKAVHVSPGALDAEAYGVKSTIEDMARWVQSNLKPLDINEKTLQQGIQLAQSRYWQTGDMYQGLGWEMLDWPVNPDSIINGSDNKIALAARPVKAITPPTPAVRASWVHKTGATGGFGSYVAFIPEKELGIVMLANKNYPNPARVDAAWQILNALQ
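AmpC (5.3 nM in the dispensed reagent) in 20 mM phosphate pH 7.0 with 0.01% (detergent screen) or 0.0001% Triton X-100 was preincubated with compounds for 15 min at room temperature. Nitrocefin was then added from an 800 uM solution, and hydrolysis was followed at 480 nm.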
AmpC no deterg – blocks E. coli AmpC beta-lactamase in detergent-free assay | P00811 | AmpC nitrocefin hydrolysis, absorbance 480 nm, 0.0001% Triton | Potency, µM (top dose mostly 57.1 µM), without a hit: at the top dose activity change, negative = inhibition, usual class: inhibitors | 0.52% of 330,000 active | AID 485341;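 also: potency is read from the fitted curve at half-maximal effect; plate controls were no compound for no effect and no enzyme for full effect; nearly all actives have a fitted effect of over 20% in size; some results filed as inactive show a strong effect at the top dose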
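AmpC (5.3 nM in the dispensed reagent) in 20 mM phosphate pH 7.0 with 0.01% (detergent screen) or 0.0001% Triton X-100 was preincubated with compounds for 15 min at room temperature. Nitrocefin was then added from an 800 uM solution, and hydrolysis was followed at 480 nm.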
HCV inhibitor – blocks hepatitis C virus. Huh7.5.1 HCVcc-Cre infection, luciferase reporter, 44 h. Potency, µM (titrated, usually from 41.8 µM), for the others: at the highest dose activity change, negative = inhibition, usual class: inhibitors. 3.4% of 340,000 active. AID 651820; also: potency is read from the fitted curve at half-maximal effect
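Infectious HCVcc-Cre (~0.5 moi) was added to cells just after compound, with cells seeded 4 h earlier at 1,000 per well. Luciferase activity after 44 h culture reported infection; substrate was incubated 15 min at room temperature before reading.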
* hit, by the source's call; [ ] = another dose, or the depositor's remark. Unless noted, calls follow the shape of the dose curve; as a rule, active = well fitted curve in the direction sought with a large enough effect; inconclusive = small, poorly fitted or top-dose-only effect, or another doubt; inactive = no such curve, though single readings can be large; an effect the other way counts as inactive or inconclusive. Unless noted, % is scaled to controls: 0 for no effect and ±100 for the full control effect.

Screening CNC(=O)N(C1=NCC(C)(C)S1)c1ccc(F)c(Cl)c1 returned AMA1-RON2 inh 1.1%, LmPK inh -0.7%, Tb PYK inh 2.2%, HCMV antiviral 42.0, AmpC detergent -10.7%, AmpC no deterg 93.6%[activator] and HCV inhibitor -3.2%.
For Cc1ccc(CNC(=O)CCCn2c(=O)c3ccccc3n(Cc3ccccc3C)c2=O)cc1 the results were Tb PYK inh -4.2%, HCMV antiviral 4.2 and AmpC detergent 16.4%.
CCCN1C(=O)/C(=C/C=C2\N(CC)c3ccccc3C2(C)C)SC1=S was read as AMA1-RON2 inh inconclusive, LmPK inh -20.8%, Tb PYK inh -9.5%, HCMV antiviral -7.7, AmpC detergent -0.3%, AmpC no deterg -27.7% and HCV inhibitor inconclusive.
Screening COC(=O)Cc1csc(Nc2c(C)n(C)n(-c3ccccc3)c2=O)n1 returned AMA1-RON2 inh -6.2%, LmPK inh -1.5%, Tb PYK inh 2.3%, HCMV antiviral 16.0, AmpC detergent -0.4%, AmpC no deterg -1.0% and HCV inhibitor -26.6%.
`C=CCN1C(=O)C(Cc2ccc(OC)cc2)S/C1=N/N=C/c1ccco1` (stereo unspecified) gave AMA1-RON2 inh -7.8%, LmPK inh 4.1%, Tb PYK inh -5.8%, HCMV antiviral 39.0, AmpC detergent -0.2%, AmpC no deterg -1.8% and HCV inhibitor -15.8%.
`FC(F)(F)c1cccnc1N1CCN(c2ncnc3nc[nH]c23)CC1` gave AMA1-RON2 inh 3.0%, LmPK inh -0.6%, Tb PYK inh -0.3%, HCMV antiviral 11.4, AmpC detergent inconclusive, AmpC no deterg inconclusive and HCV inhibitor 10.1%.
For O=C(CNC(=O)C12CC3CC(CC(C3)C1)C2)N1CCN(S(=O)(=O)/C=C/c2ccccc2)CC1 the results were AMA1-RON2 inh -11.4%, LmPK inh 0.2%, Tb PYK inh -1.9%, HCMV antiviral -71.9*, AmpC detergent -0.4%, AmpC no deterg 4.1% and HCV inhibitor -1.4%.
For Cc1cc2oc(=O)cc(-c3ccccc3)c2c(C)c1-c1ccc(O)cc1 the results were AMA1-RON2 inh -1.7%, Tb PYK inh -3.8%, HCMV antiviral -35.8, AmpC no deterg -16.8% and HCV inhibitor inconclusive.
For CC(=O)Nc1ccccc1OC(=O)N1CCOCC1 the results were AMA1-RON2 inh -2.5%, LmPK inh 1.5%, Tb PYK inh 3.2%, HCMV antiviral -15.8, AmpC detergent -1.1%, AmpC no deterg -15.5% and HCV inhibitor 12.1%.
For COc1ccc(OC)c(C=Cc2ccc([N+](=O)[O-])cc2)c1 the results were AMA1-RON2 inh -0.8%, Tb PYK inh 0.8% and HCMV antiviral inconclusive.
CC(=O)N(CC(=O)Nc1sc(C)c(C)c1C(N)=O)Cc1ccccc1 was read as AMA1-RON2 inh 48.8%[activator], LmPK inh -3.6%, Tb PYK inh -1.8%, HCMV antiviral -3.4, AmpC detergent 5.1%, AmpC no deterg -2.2% and HCV inhibitor 4.6%.
`CCN1CCc2nc3ccccc3c(C(=O)Nc3ccc(F)cc3)c2C1` gave AMA1-RON2 inh -2.6%, LmPK inh 2.5%, Tb PYK inh 0.9%, HCMV antiviral 6.5, AmpC detergent 6.0%, AmpC no deterg -18.9% and HCV inhibitor -13.0%.
Cc1cc(OCC[N+]2(C)CCCCC2)nc2ccccc12 was read as AMA1-RON2 inh 3.3%, LmPK inh -27.0%, Tb PYK inh -36.3%, HCMV antiviral 34.4, AmpC detergent 3.3%, AmpC no deterg 4.2% and HCV inhibitor 9.4%.
`COc1ccc(C(=O)c2ccc([N+](=O)[O-])cc2)cc1S(=O)(=O)N1CCC(C(=O)O)CC1` gave AMA1-RON2 inh -6.4%, LmPK inh -0.8%, Tb PYK inh -4.7%, HCMV antiviral -7.0, AmpC detergent 6.6%, AmpC no deterg -2.5% and HCV inhibitor -3.7%.
For O=C1Cc2ccccc2Sc2ccc(Cl)cc21 the results were AMA1-RON2 inh 61.5%[activator], LmPK inh -0.6%, Tb PYK inh -8.6%, HCMV antiviral 1.8, AmpC detergent -10.4%, AmpC no deterg -20.9% and HCV inhibitor -5.4%.
O=C(c1cccc(C(=O)N2CCN(c3ncccn3)CC2)c1)N1CCN(c2ncccn2)CC1 was read as AMA1-RON2 inh 3.4%, LmPK inh 3.7%, Tb PYK inh 5.3%, HCMV antiviral -26.5, AmpC detergent -0.2%, AmpC no deterg 83.3%[activator] and HCV inhibitor 10.4%.
`COc1ccc2oc(=O)c(C(=O)NCCc3c(C)[nH]c4ccc(C)cc34)cc2c1` gave Tb PYK inh 0.5%, HCMV antiviral -35.6 and AmpC detergent -3.2%.
For CCCCCCCCC(=O)N1CCN(c2cc3c(cc2F)c(=O)c(C(=O)O)cn3CC)CC1 the results were AMA1-RON2 inh 28.0%, LmPK inh -2.9%, Tb PYK inh 0.4%, HCMV antiviral -1.5, AmpC detergent -2.2%, AmpC no deterg 12.8% and HCV inhibitor -28.0%.
Screening CCc1ccc(NC(=O)CSc2ccc(-c3sc(-c4ccccc4)nc3C)nn2)cc1 returned Tb PYK inh -8.6%, HCMV antiviral 7.8 and AmpC detergent 14.3%.
For O=C(Nc1ccc(N2CCOCC2)c(Cl)c1)C1CCCCC1 the results were AMA1-RON2 inh -4.5%, LmPK inh 3.2%, Tb PYK inh 4.9%, HCMV antiviral 26.9, AmpC detergent 11.2%, AmpC no deterg -14.2% and HCV inhibitor inconclusive.
For O=C(c1cc(-c2ccc(F)cc2)on1)N1CCCc2ccccc21 the results were AMA1-RON2 inh -1.5%, LmPK inh 1.5%, Tb PYK inh -15.3%, HCMV antiviral -23.7, AmpC detergent 10.5%, AmpC no deterg -23.7% and HCV inhibitor inconclusive.
Screening Cc1nc2ccccn2c1C(=O)NCC(C)C returned AMA1-RON2 inh -4.0%, LmPK inh -2.3%, Tb PYK inh -17.4%, HCMV antiviral 9.5, AmpC detergent -2.0%, AmpC no deterg -21.0% and HCV inhibitor -4.3%.
For COc1ccc(CCNC(=O)CCc2cc(OC)c(OC)c(OC)c2)cc1 the results were AMA1-RON2 inh -4.4%, LmPK inh -3.5%, Tb PYK inh -0.7%, HCMV antiviral 18.5, AmpC detergent -2.0%, AmpC no deterg 0.4% and HCV inhibitor -9.1%.
Cn1c(=O)c2c(-c3ccccc3)n3c(c2n(C)c1=O)C(c1ccccc1[N+](=O)[O-])Nc1ccccc1-3 (stereo unspecified) was read as Tb PYK inh -5.2%, HCMV antiviral -20.5 and AmpC detergent 17.0%.
`CCCCN(C)CCCNC(=O)c1ccc2c(c1)NC(=O)C(N1CCOCC1)S2` (stereo unspecified) gave AMA1-RON2 inh 2.6%, LmPK inh 0.5%, Tb PYK inh -6.8%, HCMV antiviral -32.7, AmpC detergent 1.3%, AmpC no deterg -1.9% and HCV inhibitor 5.8%.
For CCOC(=O)C1CCN(C(=O)Cn2nc(C)n3cccc3c2=O)CC1 the results were AMA1-RON2 inh 0.8%, LmPK inh -9.1%, Tb PYK inh -13.9%, HCMV antiviral 0.0, AmpC detergent 0.5%, AmpC no deterg -15.4% and HCV inhibitor 5.3%.
Screening COc1ccc(/C(O)=C2\C(=O)C(=O)N(CC3CCCO3)C2c2cc(OC)ccc2OC)cc1 (stereo unspecified) returned AMA1-RON2 inh -0.7%, LmPK inh -1.2%, Tb PYK inh 7.9%, HCMV antiviral -8.7, AmpC detergent inconclusive, AmpC no deterg -20.6% and HCV inhibitor -5.7%.
O=C(NCc1ccccc1)/C(=N\O)c1ccccc1 was read as AMA1-RON2 inh -26.2%, LmPK inh -4.9%, Tb PYK inh -12.7%, HCMV antiviral 7.5, AmpC detergent 0.2%, AmpC no deterg -8.8% and HCV inhibitor 4.7%.
For CC(=O)c1cccc(Nc2nc(-c3ccccc3)cs2)c1 the results were AMA1-RON2 inh 13.6%, LmPK inh -2.0%, Tb PYK inh -13.4%, HCMV antiviral 48.1, AmpC detergent 0.6%, AmpC no deterg -42.5% and HCV inhibitor 2.51µM*.
Cc1cc(NC(=O)c2cc3n(n2)C(C(F)(F)F)CC(c2ccc(Cl)c(Cl)c2)N3)no1 (stereo unspecified) was read as AMA1-RON2 inh 8.2%, LmPK inh 2.0%, Tb PYK inh 5.2%, HCMV antiviral 85.5, AmpC detergent -8.4%, AmpC no deterg -38.6% and HCV inhibitor inconclusive.
C=CCN(c1ccc(C(=O)NCCc2ccccc2)cc1)S(C)(=O)=O was read as AMA1-RON2 inh 5.4%, LmPK inh 4.5%, Tb PYK inh -0.9%, HCMV antiviral 48.4, AmpC detergent -11.1%, AmpC no deterg -9.3% and HCV inhibitor 2.0%.
C=CCN(c1ccccc1)S(=O)(=O)c1cccc(C(=O)OCC(=O)NCCOC)c1 was read as AMA1-RON2 inh 0.0%, LmPK inh -1.6%, Tb PYK inh 2.1%, HCMV antiviral -19.1, AmpC detergent -2.4%, AmpC no deterg 32.5% and HCV inhibitor 6.3%.
For CCN(CC)CCN1C(=O)C(=O)/C(=C(/O)c2c(C)[nH]c(C(=O)OC)c2C)C1c1cccs1 (stereo unspecified) the results were AMA1-RON2 inh 15.9%, LmPK inh 2.3%, Tb PYK inh -13.6%, HCMV antiviral 8.4, AmpC detergent 3.6%, AmpC no deterg -13.0% and HCV inhibitor 0.5%.
COC(=O)COc1ccc(Oc2nc(NC(C)(C)C)nc(N3CCOCC3)n2)nn1 was read as Tb PYK inh 2.0%, HCMV antiviral 8.1 and AmpC detergent 20.2%.
CCCNC(=O)C(Cc1cccc(OC)c1)NC(=O)c1ccc(C#N)cc1 (stereo unspecified) was read as AMA1-RON2 inh -2.8%, Tb PYK inh 0.7%, HCMV antiviral 1.3, AmpC detergent 4.2%, AmpC no deterg -0.5% and HCV inhibitor -1.0%.
O=C(c1cccnc1)c1ncc(C(F)(F)F)cc1Cl was read as AMA1-RON2 inh -0.4%, LmPK inh 6.4%, Tb PYK inh -3.6%, HCMV antiviral 28.2, AmpC detergent -1.2%, AmpC no deterg 0.2% and HCV inhibitor -1.8%.
`O=C(Nc1ccc(Cl)cn1)c1cccc(S(=O)(=O)N2CCCCC2)c1` gave AMA1-RON2 inh 1.9%, LmPK inh 2.0%, Tb PYK inh 3.4%, HCMV antiviral -32.8, AmpC detergent -4.1%, AmpC no deterg -7.8% and HCV inhibitor -11.2%.

Source: PubChem BioAssay (National Center for Advancing Translational Sciences (NCATS))
